High-throughput results (PubChem BioAssay)
yeast mec2-1 – NCI yeast anticancer drug screen, S. cerevisiae mec2-1 strain; AID 157; % growth inhibition at 50 µM; actives 9% (n = 79,000);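 also: 0% = growth of vehicle-only cultures of the same strain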
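Cells of the genetically defined mec2-1 yeast strain are incubated with test compound. Inhibition of growth is calculated against vehicle-treated controls.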
rad50 – NCI yeast anticancer drug screen, S. cerevisiae rad50 strain. % growth inhibition at 50 µM. AID 155. actives 10% (n = 79,000);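 also: 0% = growth of vehicle-only cultures of the same strain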
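Readout: growth inhibition relative to vehicle-treated cultures. Compound exposure was carried out in a genetically defined yeast strain deficient in DNA damage repair.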
yeast sgs1 mgt1 – NCI yeast anticancer drug screen, S. cerevisiae sgs1 mgt1 strain; growth inhibition, % at 50 µM; actives 10% (n = 78,000);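 also: 0% = growth of vehicle-only cultures of the same strain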
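Yeast cells carrying a defined DNA-repair defect were exposed to test compounds. Growth inhibition was measured relative to vehicle-treated controls.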
yeast mlh1 rad18 – NCI yeast anticancer drug screen, S. cerevisiae mlh1 rad18 strain; % growth inhibition at 50 µM; actives 11% (n = 79,000); AID 175;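 also: 0% = growth of vehicle-only cultures of the same strain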
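Growth inhibition of the yeast strain was measured after compound exposure and expressed relative to vehicle-treated controls. The strain carries defined defects in DNA damage repair.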
yeast bub3 – NCI yeast anticancer drug screen, S. cerevisiae bub3 mutant strain | growth inhibition, % at 50 µM | actives 9.9% (n = 78,000) | AID 167;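 also: 0% = growth of vehicle-only cultures of the same strain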
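Compounds were applied to a genetically altered yeast strain carrying a cell-cycle control defect. Growth inhibition was scored against vehicle-treated controls.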
cln2 rad14 – NCI yeast anticancer drug screen, S. cerevisiae cln2 rad14 strain; actives 8.3% (n = 78,000); growth inhibition, % at 50 µM; AID 165;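 also: 0% = growth of vehicle-only cultures of the same strain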
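Strain: cln2 rad14 yeast, altered in cell cycle control and DNA damage repair. Read-out: growth inhibition vs vehicle.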
The depositor's hits bear a star; & = joins results of further samples. Rule as the data show it: active = growth inhibition above about 70%; inactive = the rest.

SMILES	yeast mec2-1	rad50	yeast sgs1 mgt1	yeast mlh1 rad18	yeast bub3	cln2 rad14
O=C(O)c1ccccc1C(=O)c1ccccc1	-6	15	-5	15	-11	-42
COC(=O)c1nc(=S)[nH]c(C(=O)OC)c1C(=O)c1ccc(Cl)c(Cl)c1	99*	99*	99*	99*	98*	98*
COC(=O)C(NC(=O)c1ccccc1)C(c1c(O)cc(O)cc1O)P(=O)(OC)OC (stereo not given)	10	-5	12	18	1	3
Cn1c(-c2ccccc2)c(/C=C/C2=[N+](C)c3ccccc3C2(C)C)c2ccccc21	100*	100*	100*	99*	99*	99*
COc1cccc2c1C(=O)c1c(O)c3c(c(O)c1C2=O)C[C@@](O)(C(C)=O)C[C@@H]3OC1CC([N+]([O-])(Cc2ccccc2)Cc2ccccc2)C(O)C(C)O1 (stereo not given in full)	24	76*	19	11	32	22
Cc1ccc(NC(=O)c2[nH]c(=S)nc(N)c2-c2ccccc2C)cc1C	-6	-4	-2	-17	21	0
c1ccc2c(c1)C1OC2c2ccccc21	-20	-30	-26	-1	0	-26
CN(C)c1ccc(N=C2C=CC(=C(C#N)C#N)c3ccccc32)cc1	-6	-24	-14	-50	-21	-34
CCCCCC(=O)/C=C/CC(CCCCCCC#N)C(CC(OC)OC)[N+](=O)[O-] (stereo not given)	-24	-42	1	-37	-2	14
O=C(CNC(=O)OCc1ccccc1)NCCCCC(NC(=O)OCc1ccccc1)C(=O)O (stereo not given)	-5	19	21	-10	-10	-13
Cc1ccc(NC(=S)SCc2ccc(Cl)c(Cl)c2)cc1Br	-6	29	10	14	0	15
C[N+](C)(C)C1C2(CCCCC2)NC(=O)C12CCCCC2 (stereo not given)	-1	6	-12	-3	-6	-3
CSC1=NC(C)(C)N=C(Oc2cc(Cl)cc(Cl)c2)N1	-22	-15	-25	-10	-28	-9
O=C(Cc1cccc2ccccc12)N/N=C\c1ccccc1[N+](=O)[O-]	-13	0	4	-4	5	-25
O=c1[nH]c(NCc2ccc(Cl)cc2)nc2nc[nH]c12	-4	1	-20	-46	-9	12
CSc1nc(C)cc(Nc2ccc(O)c(CN3CCOCC3)c2)n1	-3	6	-22	9	-52	-33
CC12CCC(C/C1=N\O)C2(C)CBr (stereo not given)	-2	13	-4	5	-2	-1
FC(F)(F)C1(C(F)(F)F)O[Si]2(OC(C(F)(F)F)(C(F)(F)F)c3ccccc32)c2ccccc21	-4&25	3&16	-1&16	-19&22	26&-7	-20&16
NC1=NC(c2ccccc2)CC(c2cc(Cl)cc(Br)c2O)=N1 (stereo not given)	13	35	11	29	-1	16
OC(c1ccccc1)c1nc2ccc(Cl)cc2[nH]1 (stereo not given)	-2	11	24	-6	-28	-11
CC(=O)OCC1OC(n2c3c(c(-c4ccco4)c(C#N)c2=S)CCCC3)C(OC(C)=O)C(OC(C)=O)C1OC(C)=O (stereo not given)	-3	-2	8	9	-1	11
O=C1CSC(/C(=C/c2ccccc2)c2nc3ccccc3[nH]2)=N1	-2	7	0	0	-2	16
CC1=CC(C)(C)NC(=S)N1c1ccccc1O	26	-1	15	41	42	-16
Cc1ccc(Cl)cc1NC(=O)Nc1cccc(C(F)(F)F)c1	26	3	14	9	37	-5
OB(O)c1cccc(B(O)O)c1	-29	-4	-3	-10	-22	-7
Cc1cc(Cc2c(C)c(C)c(Cc3cc(C)cc(C(C)(C)C)c3O)c(C)c2C)c(O)c(C(C)(C)C)c1	-10	-13	-17	7	-34	-122
O=C(n1ccnc1)C(F)(F)C(F)(F)F	-28	-23	-21	2	-13	36
CC(C)(C)c1ccc(Br)c(CCC(=O)NO)c1	99*	97*	97*	98*	98*	99*
N#CN1CCCC(O)c2sc3ccccc3c2CC1 (stereo not given)	12	56	39	-1	7	10
COc1ccc(CNc2cnc3cc(N)ccc3n2)cc1OC	-35	-12	-37	-16	-19	3
N#CCOc1cccc([N+](=O)[O-])c1	9	5	-5	-3	-16	-38
Clc1ccccc1/C=N\N=C\c1ccco1	-14	8	-9	14	-11	-40
CCCCCN(CCCCC)C(=S)[S-].CCCCCN(CCCCC)C(=S)[S-].[Zn]	54	73*	72*	61	42	46
Cc1ccc(C(CC(=O)C(C)(C)CN2CCCCC2)SCCS(=O)(=O)O)cc1 (stereo not given)	-8	8	11	20	4	9
COC(=O)n1oc2c(Br)cc(Br)cc2c1=O	-10	-4	1	1	0	-7
CC1=NN(c2nc(N)nc(C(C)Sc3cc(Cl)c(C)cc3S(N)(=O)=O)n2)C(C)(C)C1 (stereo not given)	-26	-51	-11	3	-17	41
O=[N+]([O-])c1cc(Cl)cc2c1nc(NCCCO)c1ccccc12	7	-1	0	28	-8	-8
COc1ccc2c(c1)OC(C)(C)C(c1ccccc1)=C2c1ccc2c(c1)NC(=O)CO2	-6	0	-10	2	-11	-18
CC1(C)OC(C)(C)C(=N\O)/C1=N/N	-18	1	-2	0	-2	2
O=[N+]([O-])c1cc(C(F)(F)F)ccc1Cl	10	-11	-6	-28	-13	31
CC(C(=O)c1ccccc1)N(C)c1ccccc1 (stereo not given)	-5	13	-3	-2	-26	-37
Cc1nn(-c2ccccc2)c2oc3ccc(Cl)cc3c(=O)c12	-19	-11	-11	-7	-3	-23
COc1ccc(I)c(CCC(C(=O)O)C2=CCC3(CC2)OCCO3)c1 (stereo not given)	63	65	54	32	54	24
O=[N+]([O-])c1cc(C(F)(F)F)cc([N+](=O)[O-])c1CCl	100*	100*	100*	100*	99*	99*
Cc1cc(C2=NCC(C)(C)S2)ccc1O	8	15	9	30	25	10
CC(C)(O)c1ccc[n+]([O-])c1	-10	8	6	9	-4	9
O=C1/C(=C/c2ccccc2)CNC/C1=C\c1ccccc1	99*	99*	95*	99*	94*	93*
Cc1ccc(Nc2nc(C)c(C(=O)CC(=O)C(=O)Nc3ccc(Cl)cc3)s2)cc1	12	-40	-11	-40	-9	-6
C[n+]1ccc(/C=C/c2ccc(O)c3ccccc23)cc1	12	8	-9	10	-6	-6
Nc1n[n+](-c2ccccc2)no1	33	61	57	71*	45	23

A second format for some results above.
Fields: yeast mec2-1, rad50, yeast sgs1 mgt1, yeast mlh1 rad18, yeast bub3, cln2 rad14
CCCCCN(CCCCC)C(=S)[S-].CCCCCN(CCCCC)C(=S)[S-].[Zn]
→ 54, 73*, 72*, 61, 42, 46
Cc1ccc(C(CC(=O)C(C)(C)CN2CCCCC2)SCCS(=O)(=O)O)cc1 (stereo not given)
→ -8, 8, 11, 20, 4, 9
COC(=O)n1oc2c(Br)cc(Br)cc2c1=O
→ -10, -4, 1, 1, 0, -7
CC1=NN(c2nc(N)nc(C(C)Sc3cc(Cl)c(C)cc3S(N)(=O)=O)n2)C(C)(C)C1 (stereo not given)
→ -26, -51, -11, 3, -17, 41
O=[N+]([O-])c1cc(Cl)cc2c1nc(NCCCO)c1ccccc12
→ 7, -1, 0, 28, -8, -8
COc1ccc2c(c1)OC(C)(C)C(c1ccccc1)=C2c1ccc2c(c1)NC(=O)CO2
→ -6, 0, -10, 2, -11, -18
CC1(C)OC(C)(C)C(=N\O)/C1=N/N
→ -18, 1, -2, 0, -2, 2
O=[N+]([O-])c1cc(C(F)(F)F)ccc1Cl
→ 10, -11, -6, -28, -13, 31
CC(C(=O)c1ccccc1)N(C)c1ccccc1 (stereo not given)
→ -5, 13, -3, -2, -26, -37
Cc1nn(-c2ccccc2)c2oc3ccc(Cl)cc3c(=O)c12
→ -19, -11, -11, -7, -3, -23
COc1ccc(I)c(CCC(C(=O)O)C2=CCC3(CC2)OCCO3)c1 (stereo not given)
→ 63, 65, 54, 32, 54, 24
O=[N+]([O-])c1cc(C(F)(F)F)cc([N+](=O)[O-])c1CCl
→ 100*, 100*, 100*, 100*, 99*, 99*
Cc1cc(C2=NCC(C)(C)S2)ccc1O
→ 8, 15, 9, 30, 25, 10
CC(C)(O)c1ccc[n+]([O-])c1
→ -10, 8, 6, 9, -4, 9
O=C1/C(=C/c2ccccc2)CNC/C1=C\c1ccccc1
→ 99*, 99*, 95*, 99*, 94*, 93*
Cc1ccc(Nc2nc(C)c(C(=O)CC(=O)C(=O)Nc3ccc(Cl)cc3)s2)cc1
→ 12, -40, -11, -40, -9, -6
C[n+]1ccc(/C=C/c2ccc(O)c3ccccc23)cc1
→ 12, 8, -9, 10, -6, -6

The listing continues:
SMILES	yeast mec2-1	rad50	yeast sgs1 mgt1	yeast mlh1 rad18	yeast bub3	cln2 rad14
O/N=C(\c1ccccc1)c1ccc2ncccc2c1	41	37	28	23	7	3
O=C1C(CCCS)C(c2ccccc2)=NN1c1ccccc1 (stereo not given)	4	55	18	39	0	-13
CCN(CC)CCn1ncc2ccc3c(c(=O)c4cccnc4n3CCN(CC)CC)c21	17	9	13	11	12	28
COc1ccc(/C=N/NC(=O)c2ccc(N)cc2)c(OC)c1	9	6	10	13	14	-1
COc1cccc2c1[n+]([O-])c1cccc(O)c1[n+]2[O-]	90*	91*	88*	92*	84*	88*
N#C/C(=N\Nc1ccc(Cl)cc1)C(=O)C1CC1	77*	86*	86*	82*	77*	85*
NC(=O)Nc1ccc(S(=O)(=O)c2ccc(N)cc2)cc1	-5	0	12	-16	4	-5
CCOc1ccc(N=Nc2c(-c3ccccc3)nn(C(=O)CC(=O)Nc3ccccc3Cl)c2-c2ccccc2)cc1	-8	21	35	19	31	4
O=C(O)CCCCc1ccc(CCCCC(=O)O)c2ccccc12	4	32	-2	4	14	-19
CCOc1cccc2c1N[S@@](=O)S2	-27	5	12	34	8	16
CCCNC(=O)NS(=O)(=O)c1ccc(Cl)cc1	0&0	-5&-4	2&4	-7&38	23&12	-26&16
CN/C=C(/OCc1ccccc1)c1ccc(O)c(O)c1	1	2	3	19	-20	-6
CC1SC2=NC3=C(c4ccccc4C3=O)C(c3ccc(Br)cc3)N2C1=O (stereo not given)	-16	-38	-36	-33	-37	-16
COc1ccc(/C=N/NC(=O)c2ccc(O)c(CN(C)C)c2)cc1	-5	-6	-6	16	1	-10
Cc1ccc(S(=O)(=O)CC(=O)CC(=O)C(=O)NC2C3CC4CC(C3)CC2C4)cc1 (stereo not given)	8	36	20	31	0	-15
ClC(Cl)c1ccccc1C(Cl)(Cl)Cl	17	-10	8	-24	3	-1
CC1COC(c2ccc(Cl)cc2)O1 (stereo not given)	18	12	22	13	-1	20
CC(C)CC(NC(=O)C(N)CSSCC(N)C(=O)NC(CC(C)C)C(=O)O)C(=O)O (stereo not given)	-7	-11	-10	-7	-1	-23
CCCN(CCC)S(=O)(=O)c1ccc(NC(=O)Oc2ccccc2OC)cc1	4	42	32	22	-7	21
CC1CC(=O)NN1C(O)c1ccc2c(c1)OCO2 (stereo not given)	-1	3	9	0	-6	-50
O=C1NCC2Cc3ccccc3C(c3ccccc3)=C12 (stereo not given)	-1	-2	6	-4	-4	-6
c1ccc2sc(-c3nc4ccccc4s3)nc2c1	12	26	6	12	8	-22
CCSc1cc(=O)n(C)c(=O)n1C	7	14	21	-10	5	5
Cn1cc(NC(=O)Nc2cc(C(=O)Nc3cc(C(=O)Nc4cc(S(=O)(=O)O)c5cc(S(=O)(=O)O)cc(S(=O)(=O)O)c5c4)n(C)c3)n(C)c2)cc1C(=O)Nc1cc(C(=O)Nc2cc(S(=O)(=O)O)c3cc(S(=O)(=O)O)cc(S(=O)(=O)O)c3c2)n(C)c1	67	86*	64	87*	77*	61
CC(C)(C)OC(=O)C1C(=O)CC(c2ccccc2)C1c1ccccc1 (stereo not given)	-3	-3	1	-2	-6	-8
C/C=C/COc1cc2c(cc1C(C)c1ccc(OC)cc1)OCO2 (stereo not given)	-1	-9	-6	-1	-4	24
CC(=O)OC1=C2OC(=O)C3(C2C=CC=C1)C1C=CC=CC13 (stereo not given)	1	-18	3	-2	-14	-2
